HIF-2a inh = inhibitors of HIF-2a | 786-0 RCC cells HIF-2a reporter, luciferase luminescence, overnight | inhibition, % at 18.8 µM | 360,000 tested, 0.72% active;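 active = inhibition of the luminescence signal of 40% or more relative to plate controls, in a single-dose primary screen at 18.75 µM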
iPSC survival up = increases survival of single human iPS cells. hiPSC single-cell survival, ATPlite luminescence; 100% = ROCK inhibitor wells, 0% = DMSO. survival enhancement, % at 20 µM. 360,000 tested, 0.044% active. AID 602274; in the data active = survival enhancement above about 18%;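 also: cells exposed to compounds for 16 hours before the ATP read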
LMP1 NFkB inh = reduces LMP1-driven NF-kappaB luciferase signal | AID 504558 | 350,000 tested, 0.69% active | inhibition, % at 12.5 µM | LMP1-induced NF-kappaB luciferase reporter cells, luminescence; in the data active = inhibition above about 41%;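 also: 0% = neutral control wells and 100% = reference inhibitor control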
CF NFkB inh = inhibitors of cystic fibrosis induced NF-kB; KKLEB NF-kB-GFP reporter, PAF-induced, GFP fluorescence overnight; inhibition, % at 5 µM; 360,000 tested, 0.86% active; AID 588850;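 active = at least 50% inhibition at 5 µM, scaled per plate between neutral and stimulator controls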;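 also: PAF is a Pseudomonas aeruginosa culture filtrate used as stimulus; plate controls were PAF-stimulated DMSO wells for no effect and unstimulated DMSO wells for full effect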
TRPM1 prom inh = reduces MITF-dependent TRPM1 promoter luciferase signal; inhibition, % at 12.5 µM; 330,000 tested, 0.83% active; AID 488899; SK-MEL-5 TRPM1 promoter luciferase, 24 h;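 active = mean inhibition across replicates of 60% or more, whatever share of single replicates reaches that level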; also: values of inactives mirror those of a sister screen read the other way
Shn3 3UTR inh = reduces Shn3 3'UTR luciferase signal in osteoblasts; Clone20 osteoblast Shn3 3'UTR firefly luciferase, 24 h; inhibition, % at 12.5 µM; 360,000 tested, 0.52% active; AID 588674;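 active = mean inhibition of at least 75% with every replicate also reaching 75%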;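 also: 0% = median of neutral control wells and 100% = pilot-screen positive control compound; some compounds past the cut are filed as inactive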
NR2E3 ag-1 = activates human photoreceptor nuclear receptor NR2E3. Q9Y5X4. GST-NR2E3/biotin-RetCOR TR-FRET, 1536-well. inhibition of corepressor binding, % at 4.78 µM. 320,000 tested, 0.12% active. AID 2300;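 active = percent inhibition above the cutoff of mean plus 3 SD of all tested compounds, set per screening campaign, cut at about 20% in these data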;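 also: 0% = DMSO wells and 100% = biotin wells as full block of FRET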
Target sequence (Q9Y5X4 whole entry, looked up): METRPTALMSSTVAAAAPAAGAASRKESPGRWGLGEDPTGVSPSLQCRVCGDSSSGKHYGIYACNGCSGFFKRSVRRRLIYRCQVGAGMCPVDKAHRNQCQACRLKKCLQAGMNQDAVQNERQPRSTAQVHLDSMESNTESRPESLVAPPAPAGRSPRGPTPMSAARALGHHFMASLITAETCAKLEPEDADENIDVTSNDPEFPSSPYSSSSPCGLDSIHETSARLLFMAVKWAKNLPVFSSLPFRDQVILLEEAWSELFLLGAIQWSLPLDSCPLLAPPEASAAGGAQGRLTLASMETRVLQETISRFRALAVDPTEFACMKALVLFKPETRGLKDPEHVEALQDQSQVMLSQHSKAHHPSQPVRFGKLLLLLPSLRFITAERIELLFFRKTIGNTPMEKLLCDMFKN
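Material: NR2E3–RetCOR corepressor complex / Incubation: Compound–protein incubation for 5 h at 4 °C / Dosing: compound at 4.8 µM, single dose / Detection: time-resolved FRET / Benchmarks: high control biotin, low control 0.6% DMSO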
TRAIL sens C8 = sensitizes caspase-8 expressing cells to TRAIL; NB7+C8 cells + TRAIL, ATPlite viability luminescence; inhibition (viability loss, TRAIL sensitization), % at 10 µM; 360,000 tested, 1% active; AID 624354;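 active = compounds causing at least 50% loss of cell viability in the single-dose screen, relative to plate controls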
KKLEB cytotox = CF airway cell cytotoxicity counter-screen; KKLEB CF airway cells viability, ATPlite luminescence, overnight; stronger effect = lower value; cells stimulated with P. aeruginosa culture filtrate; activity change (cytotoxicity), % at 5 µM; 360,000 tested, 0.36% active;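 active = corrected activity change at or below -50% at 5 µM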
Peg3 promoter = Peg3 promoter activity inhibition | 360,000 tested, 1.7% active | AID 588405 | HeLa PEG-Prom luciferase reporter, luminescence, overnight | inhibition, % at 20 µM;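 active = inhibition of at least 50% at 20 µM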
NR2E3 ag-2 = human photoreceptor-specific nuclear receptor agonism; Q9Y5X4; CHO-S Gal4-NCOR/VP16-NR2E3 two-hybrid, luciferase; inhibition of corepressor binding, % at 3.98 µM; 360,000 tested, 0.35% active; AID 602229;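 active = inhibition above the mean of all tested compounds plus 3 SD, cut at about 70% in these data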;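 also: 0% = DMSO with NR2E3 transfected cells and 100% = cells lacking NR2E3 construct; higher means lower luciferase signal from less NR2E3 corepressor binding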
* = called active by the depositor; / = no result given. Not all compounds are listed, so the mix of outcomes need not match the whole.

1) COc1ccc(C2/C(=C(\O)c3ccc(OC)c(Cl)c3)C(=O)C(=O)N2CCN(C)C)cc1 (centres undefined)
2) COC(=O)c1ccc(C(=O)N2CCCC(Nc3ccc(C(C)C)cc3)C2)cc1 (centres undefined)
3) C=CCn1c(SCC(C)=O)nc2scc(-c3ccc(C)o3)c2c1=O
4) O=S(=O)(c1ccc(Cl)nc1)N1CCC(Cc2ccccc2)CC1
5) CCCCN(C(=O)c1ccc(Cl)c([N+](=O)[O-])c1)c1c(N)n(CCC)c(=O)[nH]c1=O
6) OC(c1ccccn1)c1c[nH]c2ccccc12 (centres undefined)

entry no.,1,2,3,4,5,6
HIF-2a inh,10,1,-188,9,19,-13
iPSC survival up,-0.5,-0.4,0.1,1.8,-0.1,-1.8
LMP1 NFkB inh,-3,8,-36,2,-1,2
CF NFkB inh,1,-2,35,-36,2,-2
TRPM1 prom inh,-7,8,-78,7,-13,6
Shn3 3UTR inh,15,8,-60,1,5,-7
NR2E3 ag-1,-1,0,4,/,-1,-2
TRAIL sens C8,-3,3,-3,-2,-4,3
KKLEB cytotox,2,13,-28,18,-5,1
Peg3 promoter,-5,0,-315,7,10,-15
NR2E3 ag-2,9,20,-101,33,2,6

7) C[C@@H]1NC(=O)[C@H](CCC(N)=O)NC(=O)c2cc([N+](=O)[O-])cc(I)c2NCCC[C@@H](C(N)=O)NC1=O
8) Cc1ccc2oc(C(=O)NCCC3CCCCO3)c(C)c2c1 (centres undefined)
9) Cn1c(SCc2n[nH]c(=S)n2-c2ccccc2)nnc1-c1ccccc1
10) CC(C)N1CCC(N2CCN(Cc3ccc(-c4ccc(Cl)cc4)o3)CC2CCO)CC1 (centres undefined)
11) CC(Oc1ccc2c(c1)oc(=O)c1ccccc12)C(=O)NCC1CCC(C(=O)O)CC1 (centres undefined)
12) COc1ccc(N2CC(NC(=O)N(C)CCC#N)CC2=O)cc1 (centres undefined)

entry no.,7,8,9,10,11,12
HIF-2a inh,8,-173,15,-37,5,16
iPSC survival up,3.5,0.0,-1.5,-0.6,2.6,0.0
LMP1 NFkB inh,0,-31,6,-29,8,-7
CF NFkB inh,-17,-30,0,7,-9,-4
TRPM1 prom inh,/,-68,-8,-33,-6,5
Shn3 3UTR inh,10,-68,-8,-11,-41,/
NR2E3 ag-1,5,/,1,4,-2,1
TRAIL sens C8,-5,11,-4,11,6,-12
KKLEB cytotox,15,0,-15,-13,14,11
Peg3 promoter,3,-230,9,-23,-17,13
NR2E3 ag-2,-1,-78,22,-9,9,-28

13) CCn1c(COc2ccc(=O)n(-c3ccccc3)n2)nnc1SCc1ccc(C)cc1
14) CCOc1nc(C)cc(C)c1S(=O)(=O)c1ccc(Cl)cc1
15) Nc1oc2ccccc2c(=O)c1C=O
16) CC(C)C[C@H](NC(=O)OC(C)(C)C)c1nnc(SCc2cccc(F)c2)o1
17) COc1ccc(OCCNC(=O)/C=C/c2ccc([N+](=O)[O-])cc2)cc1
18) CC1Cc2ccccc2N1S(=O)(=O)c1cccc(C(=O)NNC(=O)c2ccccc2F)c1 (centres undefined)

entry no.,13,14,15,16,17,18
HIF-2a inh,19,20,4,17,4,-17
iPSC survival up,0.9,-1.1,-0.8,4.4,0.5,-0.2
LMP1 NFkB inh,-17,-6,0,6,0,-1
CF NFkB inh,6,8,-10,6,-5,-2
TRPM1 prom inh,5,1,-2,2,1,-1
Shn3 3UTR inh,11,6,2,19,13,19
NR2E3 ag-1,0,-1,0,-1,-2,1
TRAIL sens C8,-3,-1,-11,-9,-4,2
KKLEB cytotox,-3,5,17,9,12,-2
Peg3 promoter,18,6,-15,13,1,-5
NR2E3 ag-2,-8,8,-13,-8,-22,-2

19) COC(=O)c1sc2nc(-c3ccccc3)c3c(c2c1N)CCCC3
20) O=C1[C@H]2[C@@H](c3ccc(F)cc3)N3C(=O)N(c4cccc(Br)c4)C(=O)[C@@]3(Cc3ccccc3)[C@H]2C(=O)N1C1CCCCC1
21) CCCn1c(SCC(=O)Nc2c(C)cccc2C)nnc1C(C)C
22) C/C(Cn1nc([N+](=O)[O-])cc1C)=N\NC(=O)COc1ccc(Cl)cc1Cl
23) CC(=O)c1c(C)[nH]c(C(=O)N2CCc3ccccc32)c1C
24) CCOC(=O)Cn1c(=O)oc2cc(S(=O)(=O)N3CCCc4ccccc43)ccc21

entry no.,19,20,21,22,23,24
HIF-2a inh,1,3,4,5,3,12
iPSC survival up,-1.7,-0.5,-1.9,-0.6,-0.4,1.2
LMP1 NFkB inh,-6,-37,-2,9,-9,-3
CF NFkB inh,-16,14,0,0,-10,27
TRPM1 prom inh,4,0,-1,0,3,/
Shn3 3UTR inh,-8,38,-6,-21,-18,16
NR2E3 ag-1,1,4,-1,7,-1,4
TRAIL sens C8,21,5,-7,-6,5,-10
KKLEB cytotox,-1,4,6,1,-1,-6
Peg3 promoter,8,1,5,12,8,4
NR2E3 ag-2,-7,-6,7,-15,-1,-5

3 compounds already listed, arranged by length of the SMILES, rising.
21) CCCn1c(SCC(=O)Nc2c(C)cccc2C)nnc1C(C)C
24) CCOC(=O)Cn1c(=O)oc2cc(S(=O)(=O)N3CCCc4ccccc43)ccc21
20) O=C1[C@H]2[C@@H](c3ccc(F)cc3)N3C(=O)N(c4cccc(Br)c4)C(=O)[C@@]3(Cc3ccccc3)[C@H]2C(=O)N1C1CCCCC1

entry no.,21,24,20
HIF-2a inh,4,12,3
iPSC survival up,-1.9,1.2,-0.5
LMP1 NFkB inh,-2,-3,-37
CF NFkB inh,0,27,14
TRPM1 prom inh,-1,/,0
Shn3 3UTR inh,-6,16,38
NR2E3 ag-1,-1,4,4
TRAIL sens C8,-7,-10,5
KKLEB cytotox,6,-6,4
Peg3 promoter,5,4,1
NR2E3 ag-2,7,-5,-6

(cont.)
25) COc1cc(OC)cc(C(=O)NNC(=O)CCc2ccccc2)c1
26) O=[N+]([O-])c1ccc(C(O)CN2CCN(Cc3ccccc3)CC2)cc1 (centres undefined)
27) COC(=O)c1cccnc1NC(=S)NC(C)C
28) CC1(C)c2[nH]c3ccccc3c2C[C@H]2C(=O)N(Cc3cccc(F)c3)C(=O)N21
29) CCCCCNC(=O)Cc1cc(=O)[nH]c(=O)[nH]1
30) CCOC(=O)CSc1nnc(NC(=O)c2cccc(S(=O)(=O)N3CCCCC3)c2)s1

entry no.,25,26,27,28,29,30
HIF-2a inh,16,5,7,23,4,-11
iPSC survival up,0.4,0.7,-0.5,0.6,-4.0,-1.3
LMP1 NFkB inh,1,-6,-12,-13,1,-2
CF NFkB inh,4,-23,0,23,-18,5
TRPM1 prom inh,1,1,1,35,4,15
Shn3 3UTR inh,-18,16,-30,3,-1,5
NR2E3 ag-1,-2,-4,5,3,0,1
TRAIL sens C8,22,-19,5,-9,7,8
KKLEB cytotox,2,0,-8,-19,-4,2
Peg3 promoter,4,1,18,35,7,2
NR2E3 ag-2,15,4,-16,-18,-11,-21

Reprinted from the part before: two compounds, then new ones.
29) CCCCCNC(=O)Cc1cc(=O)[nH]c(=O)[nH]1
30) CCOC(=O)CSc1nnc(NC(=O)c2cccc(S(=O)(=O)N3CCCCC3)c2)s1
31) N#CCc1nc(CSc2nc3ccccc3s2)cs1
32) O=C(OCCN1C(=O)c2ccccc2C1=O)c1cc2ccccc2o1
33) Cc1cccc(NC(=O)/C(C#N)=C/c2ccc(Cl)cc2)n1
34) Cc1noc(C)c1COc1cccc(C(=O)NC(C)(C)C)c1
35) CN(CC(=O)Nc1ccc(N2CCOCC2)cc1)C(=O)C1CCCC1
36) O=C1NCCN(CC2CCN(CCc3ccc(Cl)c(Cl)c3)CC2)C1=O

entry no.,29,30,31,32,33,34,35,36
HIF-2a inh,4,-11,-206,-3,6,13,15,4
iPSC survival up,-4.0,-1.3,0.6,1.7,-0.7,3.4,0.0,-1.2
LMP1 NFkB inh,1,-2,-29,-9,2,3,-6,5
CF NFkB inh,-18,5,-3,8,-6,8,-1,-2
TRPM1 prom inh,4,15,-52,-1,1,12,3,6
Shn3 3UTR inh,-1,5,-71,3,11,-3,-23,-13
NR2E3 ag-1,0,1,2,-2,0,2,1,/
TRAIL sens C8,7,8,29,-29,-12,-17,-8,-6
KKLEB cytotox,-4,2,10,3,0,-2,4,1
Peg3 promoter,7,2,-168,9,-1,12,15,-6
NR2E3 ag-2,-11,-21,-43,-11,-31,2,-17,-7

37) Nc1cccc(Nc2ccccc2)c1
38) CCC(CO)Oc1cc(NC(=O)c2cccc3ccccc23)c2ncn(C(C)C)c2c1 (centres undefined)
39) CN1c2ccc([N+](=O)[O-])cc2N(C)C1(C)c1ccccc1 (centres undefined)
40) O=C(Nc1ccc2c(c1)CN(C(=O)Nc1ccc(F)cc1)CC2)c1ccccn1
41) O=C(NC1CCCCC1)c1cc(C(=O)c2ccccc2Br)c[nH]1
42) O=C(Nc1nccs1)c1cccnc1
43) Cc1ccc(-c2cc(=O)c3cc(C)ccc3[nH]2)cc1
44) O=C(NCCSCc1ccccc1)c1cc(S(=O)(=O)N2CCOCC2)ccc1F
45) O=S(=O)(Nc1ccc(N2CCCCC2)cc1)c1cccs1

entry no.,37,38,39,40,41,42,43,44,45
HIF-2a inh,6,-14,22,-175,-4,-6,-95,-11,-101
iPSC survival up,-0.6,-4.3,-0.3,-0.1,-0.1,-0.5,-3.8,-2.7,1.4
LMP1 NFkB inh,13,4,15,8,11,5,24,-15,1
CF NFkB inh,-4,-4,-17,10,2,5,-4,-9,0
TRPM1 prom inh,12,9,27,/,-10,3,8,4,-6
Shn3 3UTR inh,-2,21,36,5,9,4,-33,7,15
NR2E3 ag-1,-4,/,/,/,-2,0,5,3,-4
TRAIL sens C8,11,7,8,32,-2,-13,86*,-12,-1
KKLEB cytotox,-2,-14,-8,-8,12,-5,-37,0,11
Peg3 promoter,-5,13,14,-83,2,-9,-4,9,-51
NR2E3 ag-2,-37,10,2,-140,-12,3,-130,5,-8
